Abeta rescue: restores growth of yeast expressing A-beta42 peptide. yeast expressing A-beta42, growth rescue, OD600, 48 h; response scale: 0% DMSO, 100% iron-clioquinol control. Potency, µM (top dose mostly 46.1 µM), for inactives: at the top dose growth rescue, usual class: activators. 0.063% of 410,000 active; further: potency means the concentration at half of the fitted maximal effect; nearly all actives have a fitted effect of over 55% in size
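Growth rescue measured by 600 nm absorbance after 48 h yeast culture at 30 C with compound. Values normalized between DMSO and an equimolar ferric chloride plus clioquinol control.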
IL-2 act: activates IL-2 in a cell-based reporter assay; IL-2 activation reporter assay, cell-based qHTS; stimulated with anti-CD3/CD4/CD28 beads; in transgenic mouse T cells; activation, % (series mostly up to about 46 µM); 0.065% of 360,000 active; AID 652025; in the data active means activation above about 50%; inconclusive means mostly about 30% to 49%; further: 0% is about no effect
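EGFP and DsRed fluorescence is measured by plate cytometry in unstimulated transgenic mouse T cells exposed to compound for 60 minutes, then stimulated 18 hours at 37 degrees C with anti-CD3/anti-CD4 beads plus anti-CD28.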
WRN inhibitor: WRN helicase (human) inhibition; Q14191; WRN helicase unwinding, fluorescent forked duplex, kinetic; Potency, µM (highest dose often 114 µM), for inactives: at the highest dose activity change, negative = inhibition, usual class: inhibitors; 0.46% of 360,000 active; AID 651768; further: potency means the concentration at half of the fitted maximal effect; on the % scale 0 is the no-effect control and ±100 the full control effect; nearly all actives have a fitted effect of over 55% in size
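WRN at 20 nM final preincubated with compound 15 min at room temperature; reaction started with 100 nM fluorophore/quencher forked duplex oligonucleotide and 2 mM ATP final. Unwinding followed kinetically by red fluorescence (ex 525, em 598 nm).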
PI5P4K alpha inh: blocks human PI5P4K alpha kinase activity. max response, %. PI5P4Kalpha enzyme, ADP-Glo luminescence, 60 min; stronger effect = lower value. 1.2% of 330,000 active. P48426. AID 652105; active means max response of -50% or lower; inconclusive means between -30% and -50%; inactive means -30% or higher; further: value at the top dose of about 77 µM; on the % scale 0 is the no-effect control and ±100 the full control effect
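PI5P4Kalpha ADP-Glo assay; 5 microM ATP final; 60 min RT reaction; HEPES pH 7.4/EGTA/CHAPS, 5% DMSO; controls lacking substrate or enzyme; luminescent end-point.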
FUS yeast rescue: rescues growth of FUS-expressing yeast. S. cerevisiae FUS-expressing, growth rescue, OD600, 24 h. Potency, µM (doses to about 76.6 µM), without a hit: at the highest dose growth rescue (activation), usual class: activators. 0.24% of 390,000 active;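 further: potency means the concentration at half of the fitted maximal effect; plate controls were DMSO vehicle for no effect and reference control for full effect; nearly all actives have a fitted effect of over 55% in size; some results filed as inactive show a strong effect at the top dose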
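FUS-expressing yeast, raffinose-pregrown, induced in 2% galactose minimal medium at OD 0.005; compounds in a dilution series, 24hr at 30C. Growth restoration read as absorbance at 600 nm. CP55940 positive control, DMSO negative.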
PLK1 PBD inh: blocks phosphopeptide binding to human PLK1 polo-box domain | 2.8% of 360,000 active | P53350 | Potency, µM, without a hit: max response, negative = inhibition, usual class: inhibitors | AID 720504 | Plk1 PBD binding of FITC phosphopeptide, fluorescence polarization; further: potency means the concentration at half of the fitted maximal effect; series mostly up to about 57 µM; on the % scale 0 is the no-effect control and ±100 the full control effect; nearly all actives have a fitted effect of over 65% in size
EPAC1 antagonist: antagonists of human EPAC1 | EPAC1 GEF assay, Rap1b-BODIPY-GDP exchange fluorescence | Potency, µM (highest dose often 115 µM), for inactives: at the highest dose activity change, negative = inhibition, usual class: inhibitors | 0.14% of 360,000 active;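 further: potency means the concentration at half of the fitted maximal effect; plate controls were vehicle for no effect and positive control for full effect; nearly all actives have a fitted effect of over 50% in size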
EPAC1 ag: agonists of human EPAC1; O95398; EPAC1 agonist qHTS, biochemical assay; response scale: 100% = response to 6.5 mM cAMP; Potency, µM (highest dose often 154 µM), for inactives: top-dose activation, most hits filed as activators; 0.073% of 360,000 active; AID 720707; further: potency means the concentration at half of the fitted maximal effect; nearly all actives have a fitted effect of over 60% in size
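Normalized to 6.5 mM cAMP, activity reflects EPAC1-catalysed release of BODIPY-GDP from Rap1B, followed kinetically over 30 min at 480 nm excitation, 540 nm emission. Reaction contained 100 nM EPAC1, 250 nM Rap1B-BODIPY-GDP, 50 uM GDP.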
* = called active by the depositor; ? = inconclusive; . = not tested or not shown; & = joins results of further samples; [ ] = remark or other dose. Unless noted, the call rests on the fitted dose curve; in most records, active means well fitted curve in the direction sought with a large enough effect; inconclusive means small, poorly fitted or top-dose-only effect, or another doubt; inactive means no such curve, though single readings can be large; an effect the other way counts as inactive or inconclusive.

SMILES	Abeta rescue	IL-2 act	WRN inhibitor	PI5P4K alpha inh	FUS yeast rescue	PLK1 PBD inh	EPAC1 antagonist	EPAC1 ag
CC(NC(=O)c1cc(COc2ccccc2)on1)c1nccs1 (centres undefined)	-2%	3.1	2%	-8	-4%	-13%	-1%	0%
O=c1[nH]c2c(oc3ccccc32)c(=O)n1Cc1ccccc1	0%	1.4	15%	-8	25%	-9%	4%	3%
CCOc1ccccc1NC(=O)C1C(c2ccccc2)C1(Cl)Cl (centres undefined)	3%	-0.4	0%	1	-16%	2%	0%	12%
CC1CCCN(S(=O)(=O)c2cccc(C(=O)NCC3CCCO3)c2)C1 (centres undefined)	-11%	1.3	-16%	-4	12%	0%	-1%	9%
CCn1c(=O)c(C(=O)CN2CCOCC2)c(N)n(Cc2ccccc2)c1=O	5%	0.8	1%	-3	0%	-14%	-3%	5%
CC1(C)Cc2c(C#N)c(N3CCN(C(=O)c4ccccc4)CC3)nc(Cc3ccccc3)c2CO1	25%	0.0	-27%[57.1 µM]	3	28%	-7%	-6%	9%
CC1=C(C(N)=O)C(c2ccccc2)n2nc(-c3cccc(C)c3)nc2N1 (centres undefined)	0%	0.9	3%	-6	-17%	-1%	?	-13%
CC(C)CC(=O)Nc1ccc(C(=O)CN2CCN(c3ccc(O)cc3)CC2)cc1	15%	0.9	12%	-9	25%	-29%	1%	2%
Cc1nccn1-c1c([N+](=O)[O-])c(=O)n(C)c2ccccc12	-4%	-0.7	-15%	2	1%	-7%	-5%	8%
CCC(C(=O)N1CCOCC1)n1c(C(=O)OC)cc2occc21 (centres undefined)	3%	0.2	-10%	.	23%	-10%	9%	13%
Cn1ccc(NS(=O)(=O)c2cc(Br)ccc2Br)n1	17%	0.5	-9%	6	0%	4%	5%	14%
CC(=O)Nc1ccc(NC(=O)c2cc(-c3cc(F)ccc3OCC3CCCO3)n[nH]2)cc1 (centres undefined)	-15%	-0.5	-5%	-6	-7%	-4%	1%	1%
COC(=O)c1cccc(C23CC4(C2)[C@H](CN(CC2CCCCC2)[C@@H]4c2ccccc2)C3c2ccccc2)c1 (some centres undefined)	3%	-0.3	-5%	0	18%	22%&21%	-12%	-17%
Cc1cc(NCCO)nc(N2CCOCC2)n1	-11%	0.9	5%	-8	-16%	-4%	14%	-2%
CC1CCc2ccccc2N1C(=N)N(C)C (centres undefined)	-8%	-1.4	-2%	-7	-6%	-13%	-17%	3%
Cc1ccc(NC(=O)COC(=O)c2cccnc2)cc1	7%	-1.1	0%[57.1 µM]	0	20%	-1%	-17%	-1%
CCOC(=O)C1(Cc2ccccc2C)CCCN(C(=O)CCc2cccnc2)C1 (centres undefined)	-1%	-0.4	2%	0	1%	-16%	-3%	3%
COc1cc(S(=O)(=O)n2cnc(C)c2)ccc1Br	4%	0.3	4%	-5	-1%	-5%	-1%	0%
CCCCCCc1ccc(-c2ncc(N)cn2)cc1	-71%[inhibitor]	-3.2	0%	.	?	0%	-17%	24%
CCOC(=O)C(CC)n1nc(C)n2c(cc3occc32)c1=O (centres undefined)	-11%&0%	1.2	10%	.	13%&25%	-2%	22%	1%

Ordered by length of the SMILES (largest number first): part of the list above.
SMILES	Abeta rescue	IL-2 act	WRN inhibitor	PI5P4K alpha inh	FUS yeast rescue	PLK1 PBD inh	EPAC1 antagonist	EPAC1 ag
CC1(C)Cc2c(C#N)c(N3CCN(C(=O)c4ccccc4)CC3)nc(Cc3ccccc3)c2CO1	25%	0.0	-27%[57.1 µM]	3	28%	-7%	-6%	9%
CC(=O)Nc1ccc(NC(=O)c2cc(-c3cc(F)ccc3OCC3CCCO3)n[nH]2)cc1 (centres undefined)	-15%	-0.5	-5%	-6	-7%	-4%	1%	1%
CC(C)CC(=O)Nc1ccc(C(=O)CN2CCN(c3ccc(O)cc3)CC2)cc1	15%	0.9	12%	-9	25%	-29%	1%	2%
CC1=C(C(N)=O)C(c2ccccc2)n2nc(-c3cccc(C)c3)nc2N1 (centres undefined)	0%	0.9	3%	-6	-17%	-1%	?	-13%
CCn1c(=O)c(C(=O)CN2CCOCC2)c(N)n(Cc2ccccc2)c1=O	5%	0.8	1%	-3	0%	-14%	-3%	5%
CC1CCCN(S(=O)(=O)c2cccc(C(=O)NCC3CCCO3)c2)C1 (centres undefined)	-11%	1.3	-16%	-4	12%	0%	-1%	9%
O=c1[nH]c2c(oc3ccccc32)c(=O)n1Cc1ccccc1	0%	1.4	15%	-8	25%	-9%	4%	3%
CCOc1ccccc1NC(=O)C1C(c2ccccc2)C1(Cl)Cl (centres undefined)	3%	-0.4	0%	1	-16%	2%	0%	12%
CC(NC(=O)c1cc(COc2ccccc2)on1)c1nccs1 (centres undefined)	-2%	3.1	2%	-8	-4%	-13%	-1%	0%
Cc1ccc(NC(=O)COC(=O)c2cccnc2)cc1	7%	-1.1	0%[57.1 µM]	0	20%	-1%	-17%	-1%
CCCCCCc1ccc(-c2ncc(N)cn2)cc1	-71%[inhibitor]	-3.2	0%	.	?	0%	-17%	24%
CC1CCc2ccccc2N1C(=N)N(C)C (centres undefined)	-8%	-1.4	-2%	-7	-6%	-13%	-17%	3%

(list continues)
SMILES	Abeta rescue	IL-2 act	WRN inhibitor	PI5P4K alpha inh	FUS yeast rescue	PLK1 PBD inh	EPAC1 antagonist	EPAC1 ag
Cc1oc(-c2cccc(Cl)c2)nc1CN1CCC(C(=O)NCCCN2CCCC2=O)CC1	15%	-0.4	-1%	0	-4%	-14%	-7%	0%
N#CCCN(C(=O)COC(=O)COc1ccccc1Cc1ccccc1)c1ccccc1	-8%	-0.6	-5%	12	?	-9%	-28%	17%
Cc1cc(C)n2nc(C(=O)N3CCCC(Nc4ccc(F)c(F)c4)C3)cc2n1 (centres undefined)	-12%	-0.1	9%	-8	.	-2%	5%	-5%
O=C(O)c1c(Cl)nc2ccccn12	9%	0.0	1%	1	-4%	-15%	7%	-2%
CN(C)CCCN(C(=O)c1cc2ccccc2oc1=O)c1nc2ccc(F)cc2s1	-10%	0.0	-2%	-2	.	2%	-16%	-6%
COc1cccc(OC)c1C(=O)OCC(=O)NCC(C)C	-4%	-1.9	-3%	1	13%	5%	-8%	0%
CCCCn1c(N)c(N(CCC(C)C)C(=O)C2CC(=O)N(c3ccccc3OCC)C2)c(=O)[nH]c1=O (centres undefined)	-6%	0.0	3%	4	20%	1%	-3%	6%
CCCOC(=O)c1ccc(OCC(O)CN2C(=O)NC(C)(C)C2=O)cc1 (centres undefined)	4%	0.9	3%	.	2%	-4%	4%	8%
O=C(CNS(=O)(=O)c1ccc(Br)s1)N1CCN(C(=O)c2ccco2)CC1	-25%	-1.2	-16%	.	31%	-15%	-15%	11%
COc1cc(CN2CCC(C(=O)NC(c3ccc(F)cc3)c3ncccc3C)CC2)cc(OC)c1 (centres undefined)	-1%	-0.1	0%	0	-1%	4%	-1%	-18%
O=C(NCCN1C(=O)S/C(=C/c2cccnc2)C1=O)C1CC(=O)N(Cc2ccccc2)C1 (centres undefined)	-1%	0.3	3%	1	4%	-19%	-7%	-10%
CN(C)C(=O)CCc1ccc2c3c([nH]c2c1)[C@]1(CCC2CCCC2)[C@@H](C(=O)N2CCOCC2)C[C@H](CC(=O)NCc2ccco2)C(=O)N1CC3	7%	-0.2	0%	-2	25%	-10%	-6%	7%
Cc1ccccc1CN1CCC(Oc2ccc(C(=O)N3CCCC3)cc2)CC1	6%	-2.8	4%	-4	-9%	0%	8%	-5%
Cc1cc2nc(-c3nnnn3Cc3ccccc3)c(=O)[nH]c2cc1C	-12%	0.7	-2%	-1	7%	-12%	-18%	11%
CC1CC(C)C(=O)C(C(CC2CC(=O)NC(=O)C2)OC(=O)CC(=O)c2ccccc2)C1 (centres undefined)	-85%[inhibitor]	-0.1	4%	-5	16%	1%	-19%	-3%
Cc1ccc(/C=N/NC(=O)Cn2cnc3ccccc32)cc1	-1%	-1.3	-21%	2	15%	-5%	-20%	4%
CN(C)c1cc(Nc2cccc(O)c2)c([N+](=O)[O-])c2nonc12	-9%	-0.8	3%	-5	-17%	-14%	-5%	3%
Cc1cc(C)n(-c2ccc(C(=O)Nc3ccc4c(c3)OCCO4)cc2)n1	7%	-0.3	-10%	2	-7%	-5%	-6%	0%
N/C(=N\OC(=O)c1ccc(Br)cc1)c1cccc([N+](=O)[O-])c1	-4%	-0.6	-4%	0	5%	-16%	-9%	-5%
O=C(c1ccoc1)N1CCC2(CCCN(Cc3ccc(F)c(F)c3)C2)C1 (centres undefined)	-1%	-0.2	-22%	0	.	-1%	12%	7%
O=C(Nc1nc(-c2ccccc2)cs1)c1ccc2c(=O)n3c(nc2c1)CCCCC3	-8%	0.0	1%	-1	18%	-1%	-7%	6%
O=C(Oc1cc(Cl)ccc1Cl)c1ccc(N2CCOCC2)c([N+](=O)[O-])c1	5.6µM*	0.5	-4%	15	19%	4%	-11%	1%
Cc1c(C(=O)NCc2cccnc2)oc2ccccc12	1%	0.8	6%	.	8%	0%	-15%	0%
Cc1ccccc1C(=O)NC1CCSC1=O (centres undefined)	-15%	-0.2	3%	-6	2%	-15%	26%	-5%
CCN(CC(=O)Nc1ccc(NC(C)=O)cc1)C(=O)C1CC1	-1%	1.1	3%	3	0%	-8%	-3%	-1%
CC(=O)c1ccc(S(=O)(=O)NCCc2csc(-c3cccnc3)n2)cc1	7%	-3.2	?	-14	15%	-12%	4%	-3%
CCc1cc(=O)oc2cc(OCC(=O)N3CC[C@@]4(O)CCCC[C@H]4C3)ccc12	-21%	-0.2	2%	1	1%	-11%	-6%	-22%
C/C(=N\NC(=O)C(=O)Nc1c(C)n(C)n(-c2ccccc2)c1=O)c1ccncc1	-3%	3.8	-10%	-2	-12%	5%	13%	-4%

Bioassay records deposited in PubChem by National Center for Advancing Translational Sciences (NCATS).
